E coli growth – E. coli V3065 growth inhibition, primary screen, counter-screen for AddAB inhibitor project, absorbance, OD600; 18 h; inhibition, % at 11.9 µM; 330,000 tested, 0.27% active; AID 449728, 2010;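 active = inhibition above the campaign's mean inhibition across all tested compounds plus 3 SD, cut at about 9.9% in these data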;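 note: uninfected addAB+ strain grown without phage in ampicillin broth; 0% = DMSO wells and 100% = ciprofloxacin 0.95 µg/ml wells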
Tat transport – E. coli Tat export inhibitors, primary screen, MC4100, TorA-mCherry reporter, fluorescence, single point; inhibition, % at 10 µM; 340,000 tested, 0.036% active;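 active = mean replicate inhibition at least 50% and at least half of replicates individually reaching 50%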;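 note: exported cargo escapes ClpAP degradation while cytoplasmic cargo is degraded and loses fluorescence; 0% = median of neutral control wells and 100% = median of NaSCN control wells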
SUMO Mot1 rescue – yeast Mot1-301 growth rescue at high temperature, primary screen, SUMOylation pathway inhibitor project, S. cerevisiae, ATP luminescence, 38.5C; S. cerevisiae Mot1-301 growth rescue; percent above DMSO median, 100 means doubled; growth rescue, % at 18.8 µM; 320,000 tested, 1% active; AID 2716, 2010;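 active = every valid replicate shows activation above 250% relative to neutral control wells; inactive = the rest, any valid replicate at or below 250%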;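 note: OY570 slx delta 5 strain wells were the positive control but not used for scaling; some compounds called inactive have numbers as strong as hits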
DSG3 Ab inh – inhibitors of pemphigus antibody binding to DSG3, primary screen, biochemical, bead-based, flow cytometry, scFv-GFP. DSG3-coupled beads, scFv-anti-DSG3-GFP binding; hits give low values. binding (percent of control), % at 10 µM. 310,000 tested, 0.48% active;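 active = binding more than 3 SD below its plate's average and above zero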;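 note: hits lower antibody fragment binding to DSG3; some compounds called inactive have numbers as strong as hits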
MOR-DOR inv ag – inverse agonists of MOR-DOR heterodimerization, primary screen, cell-based, luminescence; 340,000 tested, 0.21% active; inhibition, % at 9.3 µM; Mu-type opioid receptor (Homo sapiens) + Delta-type opioid receptor (Homo sapiens), …; cell-based MOR-DOR heterodimer luminescence, inverse agonism; in the data active = inhibition above about 22%, passing the limit was not always enough;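 note: 0% = cells with DMSO and 100% = wells without cells with DMSO; values of inactives mirror those of a sister screen read the other way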
Target sequence (P35372 whole entry, looked up): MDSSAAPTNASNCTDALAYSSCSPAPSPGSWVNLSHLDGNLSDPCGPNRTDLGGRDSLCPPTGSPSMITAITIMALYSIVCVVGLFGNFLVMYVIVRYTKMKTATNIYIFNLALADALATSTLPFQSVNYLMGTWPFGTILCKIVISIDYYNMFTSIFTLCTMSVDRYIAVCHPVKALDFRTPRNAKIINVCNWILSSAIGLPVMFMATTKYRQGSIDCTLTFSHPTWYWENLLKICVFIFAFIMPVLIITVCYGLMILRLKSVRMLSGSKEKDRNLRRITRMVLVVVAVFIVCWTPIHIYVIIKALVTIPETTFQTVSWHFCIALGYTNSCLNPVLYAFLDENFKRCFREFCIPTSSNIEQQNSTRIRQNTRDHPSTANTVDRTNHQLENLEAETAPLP
Target sequence (P41143 whole entry, looked up): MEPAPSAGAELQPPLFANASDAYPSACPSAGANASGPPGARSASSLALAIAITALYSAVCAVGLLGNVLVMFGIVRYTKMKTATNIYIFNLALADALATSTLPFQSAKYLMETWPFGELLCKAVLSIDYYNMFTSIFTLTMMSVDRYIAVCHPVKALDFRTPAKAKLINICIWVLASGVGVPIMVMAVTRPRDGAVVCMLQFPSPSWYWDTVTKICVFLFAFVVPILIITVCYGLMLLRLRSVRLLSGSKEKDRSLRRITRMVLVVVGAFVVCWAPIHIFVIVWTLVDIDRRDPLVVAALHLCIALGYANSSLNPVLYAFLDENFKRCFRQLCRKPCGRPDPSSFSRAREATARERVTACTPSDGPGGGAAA
PfHsp90 yeast 2 – growth inhibition of PfHsp90-expressing yeast, primary screen, antimalarial PfHsp90 inhibitor project, S. cerevisiae, BacTiter-Glo luminescence, single point, set 2 | BacTiter-Glo ATP, 48 h; yeast lacking PDR1 and PDR3 efflux regulators | inhibition, % at 9.4 µM | 310,000 tested, 0.32% active | AID 504621, 2011;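 active = every replicate shows inhibition above about 80%, whatever the replicate mean, limit read from the data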;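 note: 0% = DMSO neutral controls and 100% = 20 µM radicicol positive controls; yeast relying on Plasmodium falciparum Hsp90 in place of its own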
AddAB inh – growth inhibition of E. coli expressing H. pylori AddAB, primary screen, AddAB inhibitor project, absorbance; 330,000 tested, 0.29% active; inhibition, % at 11.9 µM; AID 435030, 2010; in the data active = inhibition above about 12%;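 note: 0% = vehicle wells of infected cells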
Arr AP2 block – inhibitors of beta-arrestin/AP2 binding, primary screen, biochemical, GPCR trafficking, flow cytometry; beta-arrestin 1 C-terminal peptide binding to AP2 beta2-adaptin appendage (human); FITC-arrestin peptide / GST-AP2 beads; AP2 beta2 appendage carries R879A mutation; inhibition, % at 10 µM; 340,000 tested, 0.31% active;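 active = inhibition above a set limit, near 3 SD of compounds lacking own fluorescence, cut at about 54% in these data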;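 note: plate controls were DMSO wells for no effect and 5 µM unlabelled arrestin peptide for full effect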
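Material – AP2 appendage R879A on GSH beads · Buffer or medium – PBS with 0.05% Tween 20 and 0.1% BSA · Probe or stimulus – fluorescein-tagged arrestin peptide at 50 nM final · Incubation – compound with beads 12 min RT, then probe 1 h RT · Detection – high-throughput flow cytometry of beads, ex 488, em 535 nm · Evaluation – percent response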
phage Ecoli inh – growth loss of phage-infected E. coli, primary screen, RecBCD inhibitor project, absorbance, with phage, HTS. inhibition, % at 11.9 µM. 360,000 tested, 0.26% active. AID 651602, 2012; in the data active = inhibition above about 11%
MOR-DOR ag – agonists of OPRM1-OPRD1 heterodimerization, primary screen, cell-based, luminescence. Mu-type opioid receptor (Homo sapiens) + Delta-type opioid receptor (Homo sapiens), …. cells. activation, % at 9.3 µM. 340,000 tested, 0.3% active; in the data active = activation above about 18%;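 note: 0% = vehicle-treated cells and 100% = reference agonist; values of inactives mirror those of a sister screen read the other way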
PKA-R1A activ – activators of PKA-R1A holoenzyme, primary screen, biochemical, fluorescence polarization, Cy5-IP20, bovine R1A, mouse PKAc; cAMP-dependent protein kinase type I-alpha regulatory subunit (Bos taurus) + …; PKA-R1A dissociation; scaled: DMSO 0%, 113 µM cGMP 100%; activation, % at 11.4 µM; 340,000 tested, 0.083% active; AID 504707, 2011;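 active = percent activation above the mean of all tested compounds plus 3 SD, cut at about 19% in these data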;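 note: higher means more PKAc released from R1A so a rise in polarization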
Starred values were filed as active, the others as inactive.

For CCOC(=O)N1CCc2c(sc(NC(=O)CN3CCN(C)CC3)c2C(=O)Nc2ccccc2)C1 the results were E coli growth -3.2, Tat transport 3, SUMO Mot1 rescue -9, DSG3 Ab inh 83, MOR-DOR inv ag 10, PfHsp90 yeast 2 -4, AddAB inh 2.1, Arr AP2 block 29, phage Ecoli inh 2.0, MOR-DOR ag -2.2 and PKA-R1A activ -13.
Cc1ccc(CNC(=O)CN(c2ccc(C(C)C)cc2)S(=O)(=O)c2c(C)noc2C)cc1 was read as E coli growth -0.3, Tat transport -1, SUMO Mot1 rescue 7, DSG3 Ab inh 103, MOR-DOR inv ag 11, PfHsp90 yeast 2 1, AddAB inh 1.7, Arr AP2 block -16, phage Ecoli inh 1.6, MOR-DOR ag -2.1 and PKA-R1A activ -1.
Screening Nc1nc2ccccc2cc1S(=O)(=O)c1ccccc1 returned E coli growth -0.8, Tat transport 5, SUMO Mot1 rescue 4, DSG3 Ab inh 112, MOR-DOR inv ag 4, AddAB inh 0.1, Arr AP2 block -8, phage Ecoli inh -1.7, MOR-DOR ag -0.7 and PKA-R1A activ -3.
For COc1cc(OC)cc(C(=O)Nc2cc(-c3cn4cccnc4n3)ccc2C)c1 the results were E coli growth 0.3, Tat transport -1, SUMO Mot1 rescue -23, DSG3 Ab inh -11*, MOR-DOR inv ag -6, PfHsp90 yeast 2 -4, AddAB inh -1.2, Arr AP2 block -32, phage Ecoli inh 2.2, MOR-DOR ag 1.3 and PKA-R1A activ -16.
Cc1cccc(-n2c(N)c(C(=O)N3CCN(C)CC3)sc2=S)c1 was read as E coli growth 0.5, Tat transport -6, DSG3 Ab inh 102, MOR-DOR inv ag 11, PfHsp90 yeast 2 12, AddAB inh 1.2, Arr AP2 block 10, phage Ecoli inh 3.0, MOR-DOR ag -1.9 and PKA-R1A activ -5.
CN(CC(=O)Nc1ccc(Cl)cc1)C(=O)CCc1ccccc1 was read as E coli growth -1.6, Tat transport 0, SUMO Mot1 rescue -6, DSG3 Ab inh 106, MOR-DOR inv ag -1, PfHsp90 yeast 2 -7, AddAB inh 2.8, Arr AP2 block -2, phage Ecoli inh 3.8, MOR-DOR ag 0.1 and PKA-R1A activ -18.
`CCCC(=O)N1CC2(C)CN(C(=O)CCC)CC(CCC)(C1)C2=O` gave E coli growth -0.9, Tat transport 1, SUMO Mot1 rescue 126, DSG3 Ab inh 107, MOR-DOR inv ag 2, PfHsp90 yeast 2 11, AddAB inh 4.0, Arr AP2 block 23, phage Ecoli inh 1.2, MOR-DOR ag -0.4 and PKA-R1A activ 0.
`COc1cc(/C=N/NC(N)=S)ccc1OCc1ccc(C)cc1` gave E coli growth 2.5, Tat transport -11, SUMO Mot1 rescue 29, DSG3 Ab inh 105, MOR-DOR inv ag -17, PfHsp90 yeast 2 -4, AddAB inh -1.6, Arr AP2 block 29, phage Ecoli inh 1.7, MOR-DOR ag 2.3 and PKA-R1A activ -16.
For O=C(c1ccc(OC2CCN(C/C=C/c3ccccc3)CC2)cc1)N1CCCCC1 the results were E coli growth 0.3, Tat transport 4, SUMO Mot1 rescue 19, DSG3 Ab inh 108, MOR-DOR inv ag 8, PfHsp90 yeast 2 -5, AddAB inh 1.6, Arr AP2 block -2, phage Ecoli inh 3.1, MOR-DOR ag -1.6 and PKA-R1A activ 5.
For CC1=NN(c2ccccc2)C(=O)C1C(=O)C(=O)Nc1ccc(F)cc1 (stereo unspecified) the results were E coli growth 2.9, Tat transport -4, SUMO Mot1 rescue -21, DSG3 Ab inh 105, MOR-DOR inv ag 15, PfHsp90 yeast 2 -2, AddAB inh 1.2, Arr AP2 block 22, phage Ecoli inh 2.3, MOR-DOR ag -3.0 and PKA-R1A activ -19.

Random excerpt: 2 records from the list.
Cc1ccc(CNC(=O)CN(c2ccc(C(C)C)cc2)S(=O)(=O)c2c(C)noc2C)cc1 was read as E coli growth -0.3, Tat transport -1, SUMO Mot1 rescue 7, DSG3 Ab inh 103, MOR-DOR inv ag 11, PfHsp90 yeast 2 1, AddAB inh 1.7, Arr AP2 block -16, phage Ecoli inh 1.6, MOR-DOR ag -2.1 and PKA-R1A activ -1.
CN(CC(=O)Nc1ccc(Cl)cc1)C(=O)CCc1ccccc1 was read as E coli growth -1.6, Tat transport 0, SUMO Mot1 rescue -6, DSG3 Ab inh 106, MOR-DOR inv ag -1, PfHsp90 yeast 2 -7, AddAB inh 2.8, Arr AP2 block -2, phage Ecoli inh 3.8, MOR-DOR ag 0.1 and PKA-R1A activ -18.

Additional entries.
Screening O=C(c1ccccc1)N1N=C(c2ccccc2O)CC1c1ccc(Br)cc1 (stereo unspecified) returned E coli growth 1.2, Tat transport 2, SUMO Mot1 rescue -10, DSG3 Ab inh 93, MOR-DOR inv ag -4, PfHsp90 yeast 2 -7, AddAB inh 1.4, Arr AP2 block 35, phage Ecoli inh 4.9, MOR-DOR ag 1.0 and PKA-R1A activ 1.
`O=C(c1cc2cc(F)ccc2[nH]1)N1CCN(c2cccc(Cl)c2)CC1` gave E coli growth 0.6, Tat transport -5, SUMO Mot1 rescue 2, DSG3 Ab inh 114, MOR-DOR inv ag -11, PfHsp90 yeast 2 -36, AddAB inh 0.0, Arr AP2 block 5, phage Ecoli inh 2.0, MOR-DOR ag 2.2 and PKA-R1A activ 8.
`O=C(Nc1nc(-c2ccccc2)cs1)c1cccc([N+](=O)[O-])c1` gave E coli growth 1.8, Tat transport -9, SUMO Mot1 rescue 14, DSG3 Ab inh 103, MOR-DOR inv ag -11, AddAB inh 5.1, Arr AP2 block 3, phage Ecoli inh 3.1, MOR-DOR ag 2.3 and PKA-R1A activ -9.
O=C(NCC1CCCO1)/C(=C\c1ccc(Cl)cc1)NC(=O)c1ccccc1 (stereo unspecified) was read as E coli growth 2.6, Tat transport -3, SUMO Mot1 rescue -2, DSG3 Ab inh 79, MOR-DOR inv ag 10, PfHsp90 yeast 2 0, AddAB inh 0.0, Arr AP2 block -10, phage Ecoli inh 6.5, MOR-DOR ag -1.8 and PKA-R1A activ 2.
`Cc1ccc(Cn2c(SCCN3CCCCC3)nc3c2c(=O)[nH]c(=O)n3C)cc1` gave E coli growth -1.4, Tat transport -4, SUMO Mot1 rescue 3, DSG3 Ab inh 96, MOR-DOR inv ag 11, PfHsp90 yeast 2 -13, AddAB inh -4.6, Arr AP2 block 5, phage Ecoli inh 4.0, MOR-DOR ag -2.0 and PKA-R1A activ -14.
`CCC(=O)N1CCc2cc(S(=O)(=O)CCC(=O)Nc3ccc(F)c(F)c3)ccc21` gave E coli growth 0.2, Tat transport 9, SUMO Mot1 rescue -6, DSG3 Ab inh 79, MOR-DOR inv ag 7, PfHsp90 yeast 2 2, AddAB inh 0.1, Arr AP2 block 1, phage Ecoli inh 0.9, MOR-DOR ag -1.3 and PKA-R1A activ 2.
For CCC(c1nc2ccccc2c(=O)n1CCCn1ccnc1)N1C(=O)c2ccccc2C1=O (stereo unspecified) the results were E coli growth -1.9, Tat transport -1, SUMO Mot1 rescue 38, DSG3 Ab inh 85, MOR-DOR inv ag 9, PfHsp90 yeast 2 17, AddAB inh 1.4, Arr AP2 block -2, phage Ecoli inh -0.7, MOR-DOR ag -1.7 and PKA-R1A activ -6.
COc1cccc(CN2CCNC(=O)C2CC(=O)N(C)CCC2CCOCC2)c1OC (stereo unspecified) was read as E coli growth 1.1, Tat transport 9, SUMO Mot1 rescue 13, DSG3 Ab inh 109, MOR-DOR inv ag -1, PfHsp90 yeast 2 -16, AddAB inh 0.2, Arr AP2 block -2, phage Ecoli inh 2.0, MOR-DOR ag 0.1 and PKA-R1A activ -5.
`CCC(C)NC(=O)CSc1nc(-c2cccs2)cc(C(F)(F)F)n1` (stereo unspecified) gave E coli growth 1.5, Tat transport 4, SUMO Mot1 rescue 306, DSG3 Ab inh 100, MOR-DOR inv ag 6, PfHsp90 yeast 2 -1, AddAB inh 1.5, Arr AP2 block -6, phage Ecoli inh 0.9, MOR-DOR ag -1.1 and PKA-R1A activ -14.
`Cc1ccc(S(=O)(=O)c2cc3cc(Br)ccc3oc2=O)cc1` gave E coli growth -0.2, Tat transport 0, SUMO Mot1 rescue 36, DSG3 Ab inh 111, MOR-DOR inv ag 3, PfHsp90 yeast 2 26, AddAB inh 1.4, Arr AP2 block 12, phage Ecoli inh 1.6, MOR-DOR ag -0.6 and PKA-R1A activ 0.
CC(C)NC(=O)Nc1ccc2c(c1)C(=O)N([C@H](C)CO)C[C@H](C)[C@@H](CN(C)S(=O)(=O)c1ccc(F)cc1)O2 was read as E coli growth 0.7, Tat transport -4, SUMO Mot1 rescue -14, DSG3 Ab inh 103, MOR-DOR inv ag 11, PfHsp90 yeast 2 -11, AddAB inh 5.3, Arr AP2 block 19, phage Ecoli inh 4.5, MOR-DOR ag -1.9 and PKA-R1A activ 6.
`CC[C@@H]1C=C(C(=O)O)[C@H](c2ccc3c(c2)OCO3)N1S(=O)(=O)c1ccc(C)cc1` gave E coli growth -2.1, Tat transport 4, DSG3 Ab inh 100, MOR-DOR inv ag 4, PfHsp90 yeast 2 -10, AddAB inh 0.3, Arr AP2 block 0, phage Ecoli inh 2.8, MOR-DOR ag -0.8 and PKA-R1A activ -9.
`Cc1ccnc(NC(=O)COC(=O)C2COc3ccccc3O2)n1` (stereo unspecified) gave E coli growth 0.3, Tat transport 5, SUMO Mot1 rescue 6, DSG3 Ab inh 99, MOR-DOR inv ag -8, AddAB inh 2.2, Arr AP2 block 10, phage Ecoli inh -0.6, MOR-DOR ag 1.5 and PKA-R1A activ -2.
Cc1c(CN2CC[C@@H](N3CCN(c4ccccn4)CC3)[C@H](O)C2)[nH]c2ccc(F)cc12 was read as E coli growth -0.4, Tat transport 4, SUMO Mot1 rescue 5, DSG3 Ab inh 115, MOR-DOR inv ag -19, PfHsp90 yeast 2 8, AddAB inh 0.2, Arr AP2 block 12, phage Ecoli inh 0.1, MOR-DOR ag 4.2 and PKA-R1A activ 2.
O=C(NCC1CCCN1S(=O)(=O)c1cccs1)c1ccccc1F (stereo unspecified) was read as E coli growth 0.2, Tat transport 2, SUMO Mot1 rescue 349, DSG3 Ab inh 99, MOR-DOR inv ag 15, AddAB inh 2.7, Arr AP2 block -6, phage Ecoli inh 3.8, MOR-DOR ag -2.9 and PKA-R1A activ 0.

Screens: PubChem, several laboratories
